From PubChem
TPT1 inhibitor: Candida albicans TPT1 enzyme inhibitors, primary screen, biochemical, fluorescence polarization; tRNA 2'-phosphotransferase TPT1 (Candida albicans SC5314); recombinant caTPT1, FP RNA substrate dephosphorylation; inhibition, % at 5 µM; 300,000 tested, 0.81% active;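 active = inhibition above the mean of all tested compounds plus 3 SD, set per screening campaign, cut at about 24% in these data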;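 note: plate controls were DMSO alone for no effect and ferristatin control at 100 nM for full effect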
CTSL1 counter: Fasciola hepatica cathepsin L1 inhibitors, primary screen, counter-screen for PFM18AAP inhibitor project, biochemical, QFRET, fluorogenic peptide substrate; recombinant F. hepatica cathepsin L1, Z-Leu-Arg-MCA fluorescence; inhibition, % at 5.96 µM; 300,000 tested, 0.49% active;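 active = inhibition above the mean of all tested compounds plus 3 SD, set per screening campaign, cut at about 17% in these data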;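 note: 0% = plate median of test compound wells and 100% = 1 µM Z-Phe-Ala-diazomethylketone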
PP5 inh: PP5 phosphatase inhibitors, primary screen, biochemical, fluorescence; Serine/threonine-protein phosphatase 5 (Homo sapiens), P53041; purified PP5c, OMFP substrate fluorescence; inhibition, % at 6.7 µM; AID 1987, 2009; 320,000 tested, 0.18% active;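 active = inhibition above the campaign's mean inhibition across all tested compounds plus 3 SD, cut at about 9.5% in these data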;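 note: 0% = DMSO only and 100% = 100 µM cantharidin control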
PP1 inh: PP1-alpha phosphatase inhibitors, primary screen, counter-screen for PP5 inhibitor project, biochemical, fluorescence, OMFP substrate, single point. Serine/threonine-protein phosphatase PP1-alpha catalytic subunit (Homo sapiens), P62136. purified PP1alpha. inhibition, % at 6.7 µM. 320,000 tested, 0.9% active. AID 2235, 2010;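 active = inhibition above the mean inhibition of all tested compounds plus 3 SD, computed separately for each screening campaign, cut at about 15% in these data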
Target sequence (P62136 whole entry, looked up): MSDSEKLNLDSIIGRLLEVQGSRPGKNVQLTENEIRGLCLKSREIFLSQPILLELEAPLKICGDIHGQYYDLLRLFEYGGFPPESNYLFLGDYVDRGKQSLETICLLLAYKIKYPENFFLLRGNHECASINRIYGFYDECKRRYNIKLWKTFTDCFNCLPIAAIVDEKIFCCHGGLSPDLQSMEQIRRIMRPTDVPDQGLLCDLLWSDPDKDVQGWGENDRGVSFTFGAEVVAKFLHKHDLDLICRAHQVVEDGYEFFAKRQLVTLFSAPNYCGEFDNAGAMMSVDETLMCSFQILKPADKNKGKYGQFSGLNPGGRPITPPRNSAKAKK
LYPLA2 counter: LYPLA2 inhibitors, primary screen, counter-screen for PME1 inhibitor project, biochemical, fluorescence polarization, FP-Rh probe ABPP; recombinant LYPLA2; inhibition, % at 5.9 µM; 320,000 tested, 0.38% active;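 active = inhibition above the screen-wide mean plus 3 SD, limit set per campaign, cut at about 26% in these data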;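 note: 0% = LYPLA2 with DMSO and 100% = wells lacking LYPLA2 enzyme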
Target sequence (O95372 whole entry, looked up): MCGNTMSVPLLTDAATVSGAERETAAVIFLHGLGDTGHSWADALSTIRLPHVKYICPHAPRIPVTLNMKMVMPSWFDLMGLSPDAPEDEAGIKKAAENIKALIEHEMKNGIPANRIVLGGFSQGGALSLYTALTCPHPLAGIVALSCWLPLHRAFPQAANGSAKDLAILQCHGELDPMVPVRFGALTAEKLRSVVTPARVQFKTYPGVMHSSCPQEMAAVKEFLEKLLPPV
HCV core dimer: inhibitors of HCV core protein dimerization, primary screen, biochemical, TR-FRET, high-throughput | TR-FRET GST/Flag-core106 dimerization, 1536-well | AID 1899, 2009 | inhibition, % at 5 µM | 300,000 tested, 0.33% active;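 active = inhibition above the mean of all tested compounds plus 3 SD, set per screening campaign, cut at about 45% in these data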
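Material: Tagged HCV core106 pair (GST and Flag) | Amount: GST-core106 13.5 nM, Flag-core106 17 nM | Medium: KF-containing HEPES buffer, pH 7.45, DTT, CHAPS, BSA | Reagent: Eu donor and XL665 acceptor anti-tag antibodies | Schedule: 4 h at 22.5 °C | Technique: Time-resolved FRET, ex 340 nm, em 617 and 671 nm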
Efflux pump mplx: inhibitors of Candida efflux pumps in yeast, primary screen, S. cerevisiae, Nile Red, multiplex; AID 485275, 2010; inhibition, % at 10 µM; S. cerevisiae Candida pump triplex; 330,000 tested, 0.44% active;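 active = plate passing quality check with inhibition over a set limit, or well fluorescence over plate mean plus 4 SD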;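 note: Nile Red retained in pooled yeast measured as flow cytometry median fluorescence; 0% = buffer negative control and 100% = Enniatin B positive control; higher means more Nile Red kept so more efflux inhibition; some compounds called inactive have numbers as strong as hits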
PREPL inh: PREPL enzyme inhibitors, primary screen, biochemical, fluorescence polarization; inhibition, % at 5.96 µM; recombinant PREPL, fluorescence polarization activity-based probe; Prolyl endopeptidase-like (Homo sapiens), Q4J6C6; 320,000 tested, 0.68% active; AID 2751, 2010; in the data active = inhibition above about 43%;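 note: 0% = enzyme with DMSO and 100% = wells lacking enzyme; many of its hits are not listed in these tables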
GASC-1 inh: inhibitors of GASC-1 histone demethylase, primary screen, biochemical, fluorescence, DELFIA europium. inhibition, % at 2.35 µM. Lysine-specific demethylase 4C (Homo sapiens), Q9H3R0. GST-JMJD2C(1-420) H3K9me3 demethylation. 330,000 tested, 0.069% active. AID 2099, 2009;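 active = more than half of a compound's replicate wells show inhibition beyond 50%, single wells judged on their own value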;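 note: signal counts dimethyl H3K9 product captured on neutravidin plate; 0% = median of DMSO wells and 100% = 0.3 times that DMSO median; strong numbers were not always called active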
* hit, by the source's call; / = not tested or not shown; & = joins results of further samples. A portion of the library; the hit share may differ from the screen's.

smiles,PP5 inh,GASC-1 inh,CTSL1 counter,PREPL inh,Efflux pump mplx,PP1 inh,TPT1 inhibitor,LYPLA2 counter,HCV core dimer
CCOC(=O)c1sc(=NC(=O)c2ccco2)n(C)c1C,-1.9,/,5.2,5.0,0.0,-0.9,0.0,-1.3,0.0
Cc1ccc(NC(=S)N(CCN(C)C)C(C)c2ccco2)c(C)c1 (stereo not given),1.6,-4.8,-3.2,-0.7,-0.1,2.6,12.8,3.5,-1.9
O=C(CN1CCN(Cc2ccccc2)CC1)Nc1cccc(Cl)c1,-1.5,0.7,1.9,-13.3,0.1,2.9,-2.3,-1.5,2.0
Cc1ccc(-c2nn(-c3ccccc3)c3[nH]c(=O)c(CNCc4ccccc4)cc23)cc1,4.5,-9.0,-1.8,25.2,-0.2,27.5*,5.0,-1.6,-4.0
Cc1c(Cl)cccc1NC(=O)c1cc(-c2ccccc2O)n[nH]1,6.7,10.8,-1.9,3.1,0.0,6.3,1.4,-10.5,-0.2
Cc1cc(C)n2nc(SCc3cc(=O)oc4ccc5ccccc5c34)nc2n1,2.5,3.1,-1.1,46.9*,-0.1,1.3,-3.9,-3.8,15.1
Cc1ccc(S(=O)(=O)ON2C(=O)c3cccc4cccc(c34)C2=O)cc1,1.9,1.2,0.0,4.1,-0.1,-1.5,-3.9,-4.2,-3.3
COc1ccc(N2CN=C3SCC(=O)N3C2)cc1,1.3,-20.0,1.9,6.8,-0.1,-1.5,-4.3,2.1,-7.5
O=C(O)Cn1cc2c(n1)CCCCC2,2.7,1.9,-3.2,-1.1,-0.1,-2.4,-1.1,7.1,2.5
OCC1OC(n2nc3ccccc3n2)C(O)C(O)C1O (stereo not given),3.0,-9.2,-1.5,8.9,0.0,-0.1,1.5,7.5,-1.4
CCc1ccc(S(=O)(=O)NCc2cn3cccc(C)c3n2)s1,0.6,-3.5,-2.6,-0.6,-0.1,-5.2,-5.1,2.7,1.4
CCc1ccc(Nc2nnc(SCn3nnc4ccccc4c3=O)s2)cc1,2.5,29.3,-0.5,5.4,0.3,8.2,5.7,-1.9,18.5
CC(=O)NNC(=O)CSc1nnc(-c2ccccc2)c(-c2ccccc2)n1,-2.9,-1.9,0.9,18.3,0.5,-1.6,3.7,-4.3,1.2
CCN(CC)c1ccc(C(=O)N/N=C(\C)c2cccc(OC)c2)cc1,1.7,-0.9,2.0,4.6,0.0,-0.3,1.3,-1.0,-5.7
CCCCn1c(N)c(N(CCOC)C(=O)c2oc3ccc(OC)cc3c2C)c(=O)[nH]c1=O,2.6,4.7,-0.3,-0.8,0.1,1.3,0.9,2.3,2.0
CCOC(=O)c1cn(Cc2ccccc2)c2cc(C)nn2c1=O,0.5,-9.2,-1.0,13.8,0.2,2.4,-4.4,-0.1,-3.2
Cc1oc(/N=C/c2cccc([N+](=O)[O-])c2)c(C#N)c1C,1.6,9.0,-1.1,11.9,-0.1,0.0,-4.6,9.2,-14.4
Oc1c(I)cc(Cl)c2cccnc12,2.3,13.0,-3.1,1.8,0.1,18.8*,-2.4,-0.8,-1.5
CC1Cc2ccccc2N1C(=O)CN1CCC(C(N)=O)CC1 (stereo not given),1.0,-1.3,1.0,-6.9,-0.1,-6.0,-3.6,-0.4,2.4
CC(C)Cn1c(=O)c2sccc2n2c(CCCC(=O)N3CCC(N4CCCCC4)CC3)nnc12,-2.3,13.2,0.2,7.8,-0.1,-5.2,-1.8,2.7,-2.9
COc1ccc(-c2[nH]ncc2N=Nc2ccccc2)cc1,6.8,7.5,8.4,9.8,0.1,3.6,-0.6,-13.7,0.2
Cc1ccc(S(=O)(=O)Nc2ccc(C(=O)N3CCCC3)cc2)cc1,2.6,2.5,-1.4,4.6,-0.1,-0.2,-2.8,4.4,-1.2
Nc1nc2nc(-c3ccccc3)cc(=O)n2[nH]1,1.4,-9.2,-2.4,1.2,-0.2,-0.7,0.4,-9.3,-1.2
CCN(CC)C(=O)CSc1nnc(-c2ccccc2)n1-c1ccccc1,2.1,2.4,-3.4,-5.8,0.1,-1.3,-3.1,-1.1,2.2
CC1CCCN(C(=O)CCS(=O)(=O)c2ccc3c(c2)n(C)c(=O)c(=O)n3C)C1 (stereo not given),2.6,0.3,3.1,0.8,0.1,-2.3,-0.5,3.2,1.1
CN(CC(=O)Nc1ccc(Cl)cc1)C(=O)c1ccc(S(=O)(=O)Nc2ccccc2)cc1,4.8,0.0,-0.4,-5.6,0.2,-4.3,0.6,-1.3,-7.8
COc1ccc(C(C(=O)NC2CCCC2)N(C(=O)c2ccco2)c2ccc3c(c2)OCO3)cc1OC (stereo not given),0.7,-15.4&-11.4,4.6,-7.1,-0.2,-1.1,-1.6,-2.2,3.0
COc1cccc(-c2nn(-c3ccccc3)cc2C(=O)NCC(=O)O)c1,-0.1,-9.4,-8.8,9.3,0.3,-1.7,3.2,4.0,-2.4
Cc1ccc(CN2CCCN(Cc3cc(C)ccc3C)S2(=O)=O)cc1,0.6,5.9,-1.4,-29.4,-0.1,2.0,-3.2,7.2,-344.2
O=C1OC(Nc2ccc3c(c2)OCO3)c2ccccc21 (stereo not given),1.3,-1.7,-0.2,-0.2,0.0,-0.6,-3.8,0.9,-1.6
COc1ccc2[nH]c(=O)c(CN(C(=O)c3cccnc3)c3ccc(C)cc3)cc2c1,-0.9,-4.3,8.9,1.7,-0.1,-1.2,-3.8,6.7,-1.3
Cc1ccc(NC(=O)CCC(=O)c2ccc(F)cc2)cc1Cl,2.4,-0.3,3.0,1.7,0.4,-3.0,1.0,-4.0,-0.5
CCCCCCOC(=O)CCn1[nH]c(=O)c2ccccc2c1=O,-2.8,4.2,1.7,3.6,0.1,-3.7,-1.4,3.3,0.2
COc1cc(/C=C2\NC(=S)N(C)C2=O)ccc1OCc1cccc(F)c1,2.5,-12.2,-1.3,8.4,0.1,11.1,-1.4,-1.6,-1.4
CCNC(=O)C1CCCc2c1[nH]c1ccc(Cl)cc21 (stereo not given),1.8,8.4,-1.7,3.5,-0.1,-0.7,-2.4,-8.4,0.5
COc1ccccc1N1CCN(C(=O)COc2ccc(S(=O)(=O)NC(C)C)cc2)CC1,3.5,-30.0,3.9,3.3,0.2,-3.1,4.0,2.9,-1.9
Cc1ccc(NC(=S)N(CCN(C)C)Cc2cc3cccc(C)c3[nH]c2=O)cc1,-1.0,3.1,-1.1,-0.6,0.4,-2.8,0.3,-9.0,-6.9
Cc1cc(NS(=O)(=O)c2ccc(NC(=O)CCCOc3cccc(C)c3C)cc2)no1,0.5,4.2,2.3,2.8,0.0,1.1,-4.3,6.8,7.5
O=C(Nc1ccc(-n2nncc2-c2ccco2)cc1)c1ccc(F)cc1,0.4,3.0,1.3,0.0,0.2,0.8,0.0,15.7,4.2
CCCCCC(=O)N1CCCC(c2nc(-c3ccc(OC)cc3)no2)C1 (stereo not given),-0.6,33.7,1.1,4.2,0.0,0.5,-5.2,2.3,1.0
CC(OC(=O)C1CSC2(C)CCC(=O)N12)C(=O)Nc1cccc(C#N)c1 (stereo not given),1.6,-1.0,-1.6,-2.1,0.1,-10.5,3.6,1.3,4.4
CC(C)(C)c1ccc(-n2nc(C(N)=O)c(O)cc2=O)cc1,-1.4,-18.1,5.4,13.2,0.2,0.1,1.9,2.2,-0.3
Cc1c(NS(=O)(=O)c2ccc(Cl)c(C(=O)OCC(=O)NCc3ccco3)c2)c(=O)n(-c2ccccc2)n1C,0.4,6.6,6.8,16.6,-0.2,5.0,1.4,-1.5,-2.5
CCOC(=O)c1c(NC(=O)CN2CCCCC2)sc(C)c1C,1.5,21.1,-0.5,-0.7,-0.2,1.4,0.8,-6.4,5.2
O=C(Nc1cc(S(=O)(=O)N2CCOCC2)ccc1N1CCCCC1)c1ccccc1,1.2,/,/,5.2,0.1,1.4,/,1.1,/
COc1cccc(CCNC(=O)CC2C(=O)NCCN2Cc2ccc(C)o2)c1 (stereo not given),3.4,-12.1,0.7,15.2,-0.2,1.2,-1.2,-3.9,-8.6
COc1ccc(S(=O)(=O)NCC(c2ccc3c(c2)OCO3)N2CCOCC2)cc1 (stereo not given),2.9,-28.3,2.8,7.8,-0.1,-2.1,2.2,-1.2,-12.0
COc1cccc(C(=O)Nc2c(F)c(F)c(F)c(F)c2F)c1,0.8,-18.6,-2.0,6.1,0.3,-0.9,2.6,14.9,-5.2
C[C@@H]1CC[C@H](O)/C=C/C(=O)O[C@H](C)CC[C@H](O)/C=C/C(=O)O1,2.2,-1.9,3.0,0.7,-0.1,-1.1,1.4,6.9,0.9
S=c1[nH]ccn1CCc1ccccc1,-1.3,-3.2,0.0,24.2,-0.1,-1.2,-2.3,3.0,-9.9
CCOC(=O)CN1C(=O)N[C@@H](c2cccc(C(F)(F)F)c2)C(C(C)=O)=C1C,4.6,5.9,-5.4,3.7,0.3,-1.5,-3.0,3.6,-19.0
